USP1 inh: USP1/UAF1 (human) deubiquitinase inhibition; O94782; recombinant USP1/UAF1, Ub-Rhodamine cleavage fluorescence; Potency, µM (series often up to 57.1 µM), for the others: at the top dose activity change, negative = inhibition, most hits filed as inhibitors; 0.23% of 390,000 active; also: potency is read from the fitted curve at half-maximal effect; % is scaled to controls: 0 for no effect and ±100 for the full control effect; nearly all actives have a fitted effect of over 60% in size; inactives centre near -12
Target sequence (O94782 whole entry, looked up): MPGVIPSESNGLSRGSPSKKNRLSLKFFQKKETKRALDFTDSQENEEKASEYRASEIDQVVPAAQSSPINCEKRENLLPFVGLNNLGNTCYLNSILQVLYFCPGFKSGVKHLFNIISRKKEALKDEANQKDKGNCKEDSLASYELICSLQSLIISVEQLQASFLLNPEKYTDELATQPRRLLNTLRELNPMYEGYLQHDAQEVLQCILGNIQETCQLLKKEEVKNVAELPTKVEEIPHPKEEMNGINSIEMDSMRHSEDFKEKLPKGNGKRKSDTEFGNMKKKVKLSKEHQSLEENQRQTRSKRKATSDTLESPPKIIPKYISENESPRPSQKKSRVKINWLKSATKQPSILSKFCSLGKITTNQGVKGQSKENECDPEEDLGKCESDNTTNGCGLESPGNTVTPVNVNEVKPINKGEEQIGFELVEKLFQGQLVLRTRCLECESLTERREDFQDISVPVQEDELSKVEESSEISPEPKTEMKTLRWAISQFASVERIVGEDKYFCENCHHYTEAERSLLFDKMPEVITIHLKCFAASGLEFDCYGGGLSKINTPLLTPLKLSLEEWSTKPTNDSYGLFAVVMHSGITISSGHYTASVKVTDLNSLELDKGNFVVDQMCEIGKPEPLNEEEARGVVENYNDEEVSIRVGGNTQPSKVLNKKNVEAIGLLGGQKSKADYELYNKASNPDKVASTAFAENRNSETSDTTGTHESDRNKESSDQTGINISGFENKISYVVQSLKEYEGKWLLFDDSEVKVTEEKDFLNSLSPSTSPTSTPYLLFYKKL
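USP1/UAF1 complex at 1 nM was preincubated with compound for 15 min at room temperature, then Ub-Rho substrate (150nM final) was added. Fluorescence (480/540 nm) was read kinetically, 6 reads every 60 seconds.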
LDHA inh: blocks human lactate dehydrogenase A | activity change, % (values are at about 110 or 230 µM) | 0.15% of 480,000 active | purified LDHA, NADH/diaphorase-resazurin fluorescence; hits give low values | AID 1347041 | P00338; in the data active = activity change below about -30%; inconclusive = mostly about -25% to -30%;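 also: plate controls were DMSO wells for no effect and wells without enzyme for full effect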
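LDH5 2 nM; NADH 0.06 mM, pyruvate 0.2 mM; 200 mM Tris pH 7.4, EDTA, Tween-20; 5 min RT. Detection: diaphorase 0.133 mg/mL + resazurin 37 µM, fluorescence ex540/em590 at 0 and 20 min; normalized to enzyme-free and DMSO wells.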
RXFP1 agonist: activates the human relaxin receptor RXFP1; Potency, µM (series often up to 57.5 µM), for the others: at the top dose activation, most hits filed as activators; 0.3% of 370,000 active; HEK293T-RXFP1 cAMP TR-FRET, 30 min; response scale: percent of porcine relaxin response, buffer zero; also: potency is read from the fitted curve at half-maximal effect; % is scaled to controls: 0 for no effect and ±100 for the full control effect; nearly all actives have a fitted effect of over 60% in size; many of its hits are not listed in these tables
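cAMP rise read by TR-FRET after 30 min, 37C compound exposure (up to 58 uM) in RXFP1-transfected HEK293 cells with Ro 20174 present. EC50 from Hill-equation fits, with 29 nM porcine relaxin as 100% and buffer as basal.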
PI4K2A block: PI4K2A (human) kinase inhibition; AID 1346378; 0.13% of 420,000 active; purified PI4K2A, ADP-Glo luminescence, 1 h; hits give low values; activity change, negative = inhibition, % at 76.9 µM; in the data active = activity change below about -50%; inconclusive = mostly about -30% to -49%;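 also: -100% = wells without enzyme as full effect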
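In this quantitative HTS, ADP production by PI4K2A was quantified luminescently after 1 h at ambient temperature; 100 microM adenosine served as plate-quality control.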
Vif-A3G inh: inhibitors of Vif-APOBEC3G interaction; Q9HC16; HeLa A3G-eYFP + Vif (tagged APOBEC3G with the HIV-1 protein that degrades it), YFP fluorescence, overnight; Potency, µM (series often up to 46.1 µM), for the others: at the highest dose activity, negative = active, most hits filed as inhibitors; 0.076% of 410,000 active;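 also: potency is read from the fitted curve at half-maximal effect; % is scaled to controls: 0 for no effect and ±100 for the full control effect; nearly all actives have a fitted effect of over 60% in size; hits raise eYFP signal because A3G escapes Vif-driven loss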
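HeLa cells stably expressing Vif and C-terminally eYFP-tagged A3G, seeded overnight at 37 deg C, then exposed to compound by pintool overnight at 37 deg C. Rise in yellow fluorescence (Ex 488/Em 500-530, Acumen) marks blocked Vif-driven A3G degradation.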
Glioma ERSR ind: ER stress response induction in glioma; U87-MG GRP78 promoter luciferase reporter, 16 h; Potency, µM, inactives show at the top dose activation, hits mostly activators; 0.02% of 420,000 active; AID 602332; also: potency is read from the fitted curve at half-maximal effect; series mostly up to about 76 µM; % of control where 0% means no effect; nearly all actives have a fitted effect of over 35% in size
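Stably transfected U87-MG human glioma cells carrying a GRP78-based luminescent sensor were seeded at 1000 cells/well, pin-dosed with compounds and incubated 16 h. Luciferase reagent was then added, and end-point luminescence was read after 10 min at room temperature.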
TrxR1 substrate: is turned over as a substrate by rat TrxR1; AID 588456; purified TrxR1 substrate turnover, NADPH consumption readout; O89049; Potency, µM (highest dose often 114 µM), without a hit: at the top dose activity change, negative = substrate turnover; 0.01% of 390,000 active; also: potency is read from the fitted curve at half-maximal effect; % is scaled to controls: 0 for no effect and ±100 for the full control effect; nearly all actives have a fitted effect of over 50% in size
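Rat TrxR1, dispensed at 90 nM, was prereduced with 400 uM NADPH (final) for 5 min at ~22 deg C, then incubated with compound 15 min before 400 uM selenite. A first-read NADPH fluorescence drop versus no-compound background flagged substrates.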
mIDH1 inhibitor: inhibitors of human mutant IDH1 R132H; O75874; IDH1-R132H enzyme, NADPH consumption, diaphorase/resazurin fluorescence; Potency, µM (top dose mostly 76.6 µM), without a hit: at the top dose activity change, negative = inhibition, most hits filed as inhibitors; 0.093% of 390,000 active; also: potency is read from the fitted curve at half-maximal effect; % is scaled to controls: 0 for no effect and ±100 for the full control effect; nearly all actives have a fitted effect of over 65% in size
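IDH1-R132H (0.5 ug/mL dispensed) in pH 7.5 Tris buffer was preincubated 30 min with compound, then given a substrate mix of 0.016 mM NADPH and 2 mM alpha-KG for 80 min at room temperature; remaining NADPH was read by diaphorase/resazurin fluorescence.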
Vif-APOBEC3F blk: Vif-A3F binding inhibition; HeLa A3F-eYFP + Vif (tagged APOBEC3F with the HIV-1 protein that degrades it), YFP fluorescence increase; Potency, µM (titrated, usually from 46.1 µM), for inactives: at the top dose activity, negative = active; 0.2% of 390,000 active; also: potency is read from the fitted curve at half-maximal effect; % of control where 0% means no effect; nearly all actives have a fitted effect of over 65% in size
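HeLa cells stably expressing Vif plus C-terminally eYFP-tagged A3F were seeded, incubated overnight at 37 deg C, dosed with compound, incubated overnight again at 37 deg C. Yellow fluorescence (Ex 488/Em 500-530) reported blocked Vif-mediated A3F-eYFP degradation.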
* = called active by the depositor; u = inconclusive; x = not tested or not shown; & = joins results of further samples; [ ] = dose if it differs, or a comment. Unless noted, calls follow the shape of the dose curve; as a rule, active = well fitted curve in the direction sought with a large enough effect; inconclusive = small, poorly fitted or top-dose-only effect, or another doubt; inactive = no such curve, though single readings can be large; an effect the other way counts as inactive or inconclusive.

SMILES | USP1 inh | LDHA inh | RXFP1 agonist | PI4K2A block | Vif-A3G inh | Glioma ERSR ind | TrxR1 substrate | mIDH1 inhibitor | Vif-APOBEC3F blk
CCOC(=O)C(NC(=O)CCl)(Nc1ccc(C(O)(C(=O)OCC)C(F)(F)F)cc1)C(F)(F)F (configuration not stated) | -5% | -2 | 2.1% | 2 | 0% | -7% | -6% | -2% | -5%
CCOC(=O)c1c(C)n(Cc2ccccc2)c2ccc(OCC(O)Cn3nc(C)nc3C)cc12 (configuration not stated) | u | 1 | 1.5% | -2 | -11% | -4% | -6% | -3% | -2%
CCCCn1c(C)c(C(=O)O)c2cc(OC)c3ccccc3c21 | -16% | 2 | 4.9% | 2 | -5% | -4% | 23% | 4% | -3%
O=C(c1cc2c(s1)CCCC2)N1CCC2(CC1)OCCO2 | -12% | -3 | -0.3% | 5 | 0% | 2% | 9% | -2% | -10%
CCOCCc1c(O)[nH]c(=S)[nH]c1=O | -21% | -4 | -0.7% | -3 | 0% | -4% | -6% | 0% | 1%
O=C1CC(c2ccccc2)CN1 (configuration not stated) | 6% | -5 | 0.9% | -1 | 1% | -3% | 3% | 1% | -8%
COc1cccc(CN2CCCC(C(=O)c3ccccc3SC)C2)c1O (configuration not stated) | -17% | 0 | 0.0% | -6 | -10% | 0% | 4% | 20% | 1%
C[C@H](CO)N1C[C@H](C)[C@@H](CN(C)C(=O)NC2CCCCC2)Oc2c(cccc2N(C)C)C1=O | u | 1 | x | -4 | 1% | -4% | 6% | 13% | 0%
C[C@]12CCC(=O)C=C1C=CC1C2CC[C@@]2(C)C1CC[C@@H]2O (some centres not stated) | -27% | -1 | x | 9 | 0% | -3% | -5% | 0% | -1%
O=[N+]([O-])c1ccccc1CCl | -25% | -11 | 1.6% | -1 | 2% | -2% | 9% | 17% | -6%
CCC1(c2ccc(-c3ccccc3)cc2)C(=O)NC(=O)NC1=O | -9% | 1 | 0.3% | 0 | 1% | 1% | 7%[2.29 µM] | 7% | u
FC(F)(F)C1=NC(C(F)(F)F)=NP(N2CCOCC2)(N2CCOCC2)=N1 | -20% | -2 | -1.7% | -3 | 3% | -3% | 6% | 4% | 0%
CC1(C)CC(=O)CC(C)(C)N1O | -22% | -6 | x | 0 | -1% | -3% | x | -3% | 2%
CCCCP(=O)(O)c1ccccc1 | 0% | -6 | 0.2% | 0 | 0% | 1% | 1% | -1% | 0%
O=C(COC(=O)Cc1ccccc1)Nc1cccnc1Cl | -16% | -2 | -2.5% | 3 | 2% | -3% | 9% | 4% | -7%
CN1CCC(OC(=O)Cc2ccccc2)CC1 | -20% | 2&-1 | -2.6% | 2 | 5% | -2% | 2% | 0% | -10%
COC(=O)C1=C(c2ccc(C(C)=O)cc2)C[C@@H]2CC[C@H]1N2C(=O)NC1CCCCC1 | -13% | -4 | -0.4% | -5 | 7% | -1% | 1% | -18% | 3%
Cc1c(C(=O)N2CCC3(CC2)OCCO3)oc2ccc(S(=O)(=O)N3CCCCC3)cc12 | -17% | -3 | 1.1% | -1 | 1% | -6% | -6% | 1% | 3%
CN1CCc2cc3c(cc2[C@H]1[C@@H]1OC(=O)c2c1ccc1c2OCO1)OCO3 | -22% | -6 | -0.8% | -3 | 0% | -1% | -2% | 3% | 5%
O=P(O)(CCc1ccccn1)CN1CCCCC1 | u | -8 | 1.8% | -2 | 0% | -4% | 8% | 1% | 0%
COc1cccc(NC(=O)CCc2nc(-c3ccc(C(C)(C)C)cc3)no2)c1 | u | 1 | -2.6% | 4 | 4% | -11% | -10% | 20% | -3%
Cc1ncc([N+](=O)[O-])n1CCOC(N)=O | u | 1 | -0.8% | 1 | 2% | -4% | -5%[57.1 µM] | -8% | -12%
Cc1cc(/C=C2\C(=O)NC(=O)N(c3cccc(Br)c3)C2=O)c(C)n1C | -20% | -5 | 2.7% | -16 | 0% | -4% | -8% | 6% | u
CCP(=S)(CC)c1ccc(N(C)C)cc1 | 4% | -7 | 0.3% | -2 | 0% | 16% | 4% | 11% | -23%
COc1nc2ccccc2c(=O)n1-c1ccc(C)cc1 | -14% | -1 | 0.7% | -1 | 1% | 7% | -4% | 8% | -9%
Cc1cc(OC(=O)c2ccco2)c2c3c(c(=O)oc2c1)CCCC3 | -19% | -3 | 1.0% | 7 | -3% | -3% | -4% | u | 2%
CN(C)c1ccc(NC(=O)CN2C(=O)CN=C(c3ccccc3)c3ccccc32)cc1 | -17% | 7 | -0.7% | -9 | 0% | -6% | 0% | 4% | x
O=C(Cn1c(=S)[nH]c2ccccc2c1=O)N1CCC2(CC1)OCCO2 | -12% | -7 | -0.1% | 6 | -1% | -3% | -7% | 2% | 6%
C=CCn1c(O)c(/C=N/NC(=O)CCCC)c(=O)[nH]c1=S | 1% | 8 | -1.7% | -5 | -1% | 8% | 1%[57.1 µM] | 0% | 6%
COc1ccc(C(O)P(=O)(Oc2ccccc2)Oc2ccccc2)cc1 (configuration not stated) | -10% | 2 | -3.1% | -3 | -4% | -3% | 2%[57.1 µM] | 3% | u
O=C(CSC1c2ccccc2-c2ccccc21)N/N=C/c1ccc(C(=O)O)cc1 | -22% | 1 | 0.8% | 4 | -5% | 1% | -2% | -1% | -5%
Cc1cc(=O)oc2cc(OCC(=O)N3C[C@H]4C[C@@H](C3)c3cccc(=O)n3C4)ccc12 | -13% | 2 | 1.6% | 5 | -1% | -2% | 2% | -4% | 4%
CC12CC[C@H]3[C@@H](CCC4(O)C[C@H](O)CCC34/C=N/NC(=O)Cc3ccccc3)C1(O)CCC2C1=CC(=O)OC1 (some centres not stated) | -2% | 4 | -1.2% | -3 | 0% | -5% | 2% | 1% | 1%
O=C(c1ccc2c3c(cccc13)CC2)C1CCCN(Cc2ncc[nH]2)C1 (configuration not stated) | -26% | -1 | 1.7% | 1 | 3% | -3% | 9%[57.1 µM] | 3% | 10%
CCN(CC)C(=O)c1ccc(NC(=O)COc2ccc(-c3nn(C)c(=O)c4ccccc34)cc2)cc1 | -3%&-21% | 3&2 | 0.3%&2.0% | 2&1 | -3%&1% | 1%&-3% | 4%&5% | 7%&0% | 7%&-6%
O=C(CCn1nc(-c2ccc(Cl)cc2)ccc1=O)N1CCC2(CC1)OCCO2 | -8% | -2 | -1.5% | -5 | -1% | -3% | 9% | -1% | -23%
S=C1Nc2ccccc2Sc2ccccc21 | -9% | -9 | -1.2% | 1 | -7% | -2% | 0%[57.1 µM] | 11% | -5%
Cc1cccc(-n2c(C)nc3ccccc3c2=O)c1C | -1% | -4 | 0.0% | 1 | 5% | -8% | 4%[57.1 µM] | -7% | -2%
CCN1C(=O)C(=C/C=C/c2ccco2)C(=O)N(CC)C1=S | u | 12 | -0.6% | -17 | u | -4% | -1% | -28% | u
COc1ccc(-n2c(O)c(/C=C/C=Nc3ccccc3)c(=O)[nH]c2=O)cc1 | 32µM* | -9 | 0.2% | -1 | -1% | 0% | -10% | 0% | u
COc1cc(C)c(CN2CC=C(c3ccc(F)cc3)CC2)cc1C | -22% | -5 | -1.1% | -7 | -1% | -3% | 3%[57.1 µM] | 3% | 7%
COc1ccc(-n2c(/C=C3\C(=O)Nc4ccccc43)nc3ccccc3c2=O)cc1 | -14% | -2 | 3.6% | 1 | 1% | -3% | 4% | 10% | 0%
O=C(NCCCn1ccnc1)C(Cl)(Cl)Cl | -4% | -3 | 1.6% | 0 | 0% | 1% | 4% | 4% | 0%

Reprinted at random: six entries already listed, in no set order.
SMILES | USP1 inh | LDHA inh | RXFP1 agonist | PI4K2A block | Vif-A3G inh | Glioma ERSR ind | TrxR1 substrate | mIDH1 inhibitor | Vif-APOBEC3F blk
O=[N+]([O-])c1ccccc1CCl | -25% | -11 | 1.6% | -1 | 2% | -2% | 9% | 17% | -6%
Cc1ncc([N+](=O)[O-])n1CCOC(N)=O | u | 1 | -0.8% | 1 | 2% | -4% | -5%[57.1 µM] | -8% | -12%
CCP(=S)(CC)c1ccc(N(C)C)cc1 | 4% | -7 | 0.3% | -2 | 0% | 16% | 4% | 11% | -23%
CCOC(=O)C(NC(=O)CCl)(Nc1ccc(C(O)(C(=O)OCC)C(F)(F)F)cc1)C(F)(F)F (configuration not stated) | -5% | -2 | 2.1% | 2 | 0% | -7% | -6% | -2% | -5%
O=C(c1ccc2c3c(cccc13)CC2)C1CCCN(Cc2ncc[nH]2)C1 (configuration not stated) | -26% | -1 | 1.7% | 1 | 3% | -3% | 9%[57.1 µM] | 3% | 10%
C[C@H](CO)N1C[C@H](C)[C@@H](CN(C)C(=O)NC2CCCCC2)Oc2c(cccc2N(C)C)C1=O | u | 1 | x | -4 | 1% | -4% | 6% | 13% | 0%

High-throughput results: PubChem, National Center for Advancing Translational Sciences (NCATS)

Only part of the results is shown; rates above refer to the full screens.
